Salmonella PhoP GFP = PhoP regulon inhibitors, Salmonella typhi PhoP promoter GFP reporter, confirmatory (AID 1850) | Salmonella Typhi PhoP-promoter GFP reporter, fluorescence, 4 h; higher % means a stronger effect | hit rate 0.33% among 310,000 | inhibition, % at 50 µM; hits with a dose series show IC50 in µM; in the data active means a potency from the dose series; inconclusive means inhibition mostly from about 25% at the one dose, without a potency; inactive means the rest, 99 in 100 with inhibition below about 19%;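 further: 0% = induced wells with vehicle and 100% = uninduced wells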
VEEV TC-83 Vero = inhibitors of VEEV TC-83 cytopathic effect, confirmation, Vero cells (AID 588727); Vero cells, VEEV TC-83 cytopathic effect inhibition; higher % means a stronger effect; one-dose inhibition, % at 20 µM; IC50 in µM for titrated hits; hit rate 0.13% among 350,000; in the data active means a potency from the dose series; inconclusive means inhibition mostly from about 14% at the one dose, without a potency; inactive means the rest, 99 in 100 with inhibition below about 12%; further: strong numbers were not always called active
H37Rv inhibition = M. tuberculosis growth inhibition, HTS (AID 449762); M. tuberculosis H37Rv growth inhibition, 7H9 media; higher % means a stronger effect; one-dose inhibition, % at 25 µM; IC50 in µM for titrated hits; hit rate 0.59% among 330,000; in the data active means a potency from the dose series; inconclusive means inhibition above about 70% without an active follow-up result;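 further: bacterial growth assessed after seven days of incubation; strong numbers were not always called active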
H1N1 NS1A inhibition = NS1A inhibition, H1N1 influenza, cell based functional assay (AID 504329); NS1A functional cell-based assay, percent inhibition; higher % means a stronger effect; inhibition, % at 12.5 µM; hits with a dose series show IC50 in µM; hit rate 0.3% among 340,000; in the data active means a potency from the dose series; inconclusive means inhibition above about 27% without an active follow-up result; further: strong numbers were not always called active
M. tuberculosis = growth inhibition of non-replicating M. tuberculosis (AID 488890); Mycobacterium tuberculosis non-replicating, growth inhibition; higher % means a stronger effect; one-dose inhibition, % at 25 µM; IC50 in µM for titrated hits; hit rate 0.39% among 320,000; in the data active means a potency from the dose series; inconclusive means inhibition mostly from about 82% at the one dose, without a potency; inactive means the rest, 99 in 100 with inhibition below about 76%;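 further: plate controls were DMSO cells for no effect and high antibiotic wells for full effect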
VEEV TC-83 Vero 10K pilot screen = also measured in VEEV TC-83 Vero; calls as there; inhibition, %; measured here: 10K pilot screen inhibition
* marks the source's active call; other numbers are inactive results; i = inactive; ? = inconclusive; · = no result given.

SMILES | Salmonella PhoP GFP | VEEV TC-83 Vero | H37Rv inhibition | H1N1 NS1A inhibition | M. tuberculosis | others
Cc1ccc(Cn2c(CN3CCN(C(=O)c4ccco4)CC3)nc3c2c(=O)n(C)c(=O)n3C)cc1 | 12% | i | -9% | -6% | -6%
Cc1ccc(S(=O)(=O)NCCC(=O)NC2CCCCCC2)cc1 | · | i | · | 8% | ·
COC(=O)c1c(NC(=O)C2C3CCC(O3)C2C(=O)O)sc2c1CCCCCC2 (stereo unspecified) | 10% | 0.7% | -5% | 3% | -20%
COc1cc(Cn2c(N)c(C(=O)NCc3ccco3)c3nc4ccccc4nc32)cc(OC)c1OC | -3% | i | 9% | 3% | 29%
CCCCn1c(SCC(=O)NC(C)CC)nc2ccc(N3CCOCC3)cc2c1=O (stereo unspecified) | 7% | 2.4% | 1% | -16% | 22%
C[C@@H](C(=O)N1CCN(c2ccccc2)CC1)N1C(=O)C2CC=CCC2C1=O (stereo partly specified) | · | 2.5% | 6% | -16% | 8%
COc1cccc2cc(C(=O)NCc3ccccc3Cl)c(=O)oc12 | 3% | 0.9% | -4% | -25% | 2%
O=c1c(OC2OC(CO)C(O)C(O)C2OC2OC(CO)C(O)C(O)C2OC2OC(CO)C(O)C(O)C2O)c(-c2ccc(O)c(O)c2)oc2cc(O)cc(O)c12 (stereo unspecified) | -1% | i | -4% | 6% | -8%
Cn1c(=S)[nH]c2scc(-c3cccs3)c2c1=O | · | 1.4% | · | -4% | ·
O=C(O)c1ccc(S(=O)(=O)Nc2cccc(CP(=O)(c3ccccc3)c3ccccc3)c2)cc1 | -1% | 0.8% | -1% | -15% | -1%
CCC(C)N(CCNC(=O)c1ccc2c(c1)NC(=O)c1ccccc1S2)C1CCCCC1 (stereo unspecified) | -11% | 8.3% | -2% | 7% | 68%
CCCCc1ccc(NC(=S)N2CCN(c3ncccn3)CC2)cc1 | 4% | 1.5% | 93% | -1% | 77%
O=[N+]([O-])c1ncn(Cc2c(Cl)cccc2Cl)n1 | · | i | · | 2% | ·
O=C(OCC12CC3CC(CC(C3)C1)C2)c1ccc(NCc2cc(O)ccc2O)cc1 | · | ? | · | 1% | ·
O=C(O)CC1(CC(=O)NCc2cccc(Cl)c2)CCCCC1 | 4% | 0.9% | 4% | -4% | 2%
Cc1ccccc1OCC(=O)Nc1ccc2c(c1)OCCO2 | 3% | 0.2% | -3% | 11% | 12%
O=C(Cn1nc(Cc2cccnc2)c2ccccc2c1=O)N1CCN(c2ccccn2)CC1 | -3% | 1.5% | -7% | -6% | ·
COc1ccccc1C(=O)ON=C1c2ccccc2-c2ccccc21 | 2% | 6.5% | 44% | -2% | 76%
COc1ccc(CCN(C)C(=O)CN2C(=O)NC3(CCCc4ccccc43)C2=O)cc1OC (stereo unspecified) | 6% | 0.2% | -8% | 5% | -5%
C=Cn1c(P(=S)(N2CCOCC2)N2CCOCC2)cc2c1CCCC2 | 13% | i | -18% | 2% | 11%
CC1CCCN(c2c([N+](=O)[O-])c(=O)oc3ccccc23)C1 (stereo unspecified) | 2% | 0.2% | 2% | 7% | 20%
COc1ccc(CNC(=O)C2CCCN2S(=O)(=O)c2ccc(Cl)cc2)cc1 (stereo unspecified) | 3% | i | 0% | -6% | 11%
CCCCCc1cc(=O)oc2c(C(CCN3CCCCC3)c3cc(OC)c(OC)c(OC)c3)c(OC)cc(OC)c12 (stereo unspecified) | 3% | i | ? | 4% | ?
COc1ccc(CCNC(=O)CCn2c(SCC#N)nc3ccccc3c2=O)cc1OC | -4% | 2.2% | -7% | 5% | -21%

Structural class, the entries above containing a Cl atom.
SMILES | Salmonella PhoP GFP | VEEV TC-83 Vero | H37Rv inhibition | H1N1 NS1A inhibition | M. tuberculosis | others
COc1cccc2cc(C(=O)NCc3ccccc3Cl)c(=O)oc12 | 3% | 0.9% | -4% | -25% | 2%
O=[N+]([O-])c1ncn(Cc2c(Cl)cccc2Cl)n1 | · | i | · | 2% | ·
O=C(O)CC1(CC(=O)NCc2cccc(Cl)c2)CCCCC1 | 4% | 0.9% | 4% | -4% | 2%
COc1ccc(CNC(=O)C2CCCN2S(=O)(=O)c2ccc(Cl)cc2)cc1 (stereo unspecified) | 3% | i | 0% | -6% | 11%

Further records:
SMILES | Salmonella PhoP GFP | VEEV TC-83 Vero | H37Rv inhibition | H1N1 NS1A inhibition | M. tuberculosis | others
CNC(=O)OCCc1n(C)cc[n+]1C | -10% | 1.4% | -6% | 1% | -6%
CC(C)NC(=O)Cn1c(SCC(=O)NC2CCCC2)nc2ccccc21 | 0% | i | 7% | -4% | -4%
C=CCNC(=O)N1CCCC(C(=O)c2cccc(Cl)c2)C1 (stereo unspecified) | -5% | 0.4% | 6% | 0% | 31%
Cc1cc(Br)ccc1NC(=S)NCCc1ccccc1 | -7% | 5.0% | 1% | -8% | ?
C[C@H](CO)N1C[C@H](C)[C@@H](CN(C)C(=O)Nc2ccccc2)Oc2c(NC(=O)NC3CCCCC3)cccc2C1=O | · | 0.3% | -8% | 8% | 29%
CC(C)c1cc(N=O)cc(C(C)C)c1O | · | 4.0% | · | 11% | ·
CCCn1c(SCC(=O)Nc2ccc(OC)cc2)nnc1-c1ccncc1 | 1% | 0.6% | -5% | -7% | -4%
COc1ccc(CNC(=O)C2CC(c3ccc(OC)cc3)=NO2)cc1 (stereo unspecified) | -4% | 3.1% | 1% | -2% | 8%
Cc1noc(C(=O)Nc2c(C)nn(Cc3ccccc3)c2C)c1Cl | 8% | 1.6% | -2% | -8% | ·
Cc1cc(-c2ccc(S(=O)(=O)N3CCN(C)CC3)s2)on1 | 6% | 0.2% | 12% | 4% | -2%
Cn1c(CNc2ccccc2)nc2ccccc21 | -4% | 2.2% | -7% | -16% | 32%
CCCCOc1ccc(NC(=O)C2OC3OC(C)(C)OC3C3OC(C)(C)OC23)cc1 (stereo unspecified) | -3% | 0.9% | 8% | 7% | 13%
Cc1ccc(C(=O)CSc2nnc(-c3cccnc3)n2N)cc1 | -6% | 0.3% | 2% | 0% | 10%
CCCCN=C1NC(=O)C(CC(=O)NCCc2ccc(OC)cc2)S1 (stereo unspecified) | -7% | 0.1% | 2% | -6% | 70%
Cc1cc([N+](=O)[O-])nn1CC(=O)N/N=C/c1ccccc1F | 9% | 1.0% | 7% | -3% | -18%
CCCCCC(=O)NC(=S)Nc1cccc(C(C)=O)c1 | -4% | i | 17% | -4% | ?
Cc1[nH]c2ccccc2c1CC(=O)O | -5% | i | 6% | -9% | 8%
COc1ccccc1N1CCN(CCCC(=O)c2ccc(F)cc2)CC1 | -19% | 0.7% | -4% | 0% | 72%
CC1CN(c2nc3ccccn3c(=O)c2C=O)CC(C)O1 (stereo unspecified) | -5% | 0.7% | -9% | -4% | 2%
CCc1cc(C(=O)N2CCCC(C(=O)c3ccc(C(F)(F)F)cc3)C2)n(C)n1 (stereo unspecified) | · | 1.6% | · | -8% | ·
ClC(Cl)=C(c1ccc(Cl)cc1)c1ccc(Cl)cc1 | -5% | 0.4% | 55% | 2% | 26%
CCc1ccc(/C=C(/C#N)C(N)=S)s1 | -1% | i | -12% | 1% | 74%
CCN(CC)C(=S)SC1CCCCN(C(=O)c2ccc(F)cc2)C1=O (stereo unspecified) | 1% | 1.7% | 6% | -7% | 6%
O=C(Cn1cnc2nc3n(c2c1=O)CCC3)NCc1ccccc1 | -2% | i | -2% | 8% | -12%
Nc1ccc(-n2nnnc2-c2ccco2)cc1 | 1% | 1.1% | -1% | 13% | -10%
C=CCNC(=O)c1ccccc1NS(=O)(=O)c1ccc(SC)cc1 | -15% | 1.5% | -6% | -1% | 5%
Cc1noc(C)c1C(=O)OCC(=O)Nc1ccc(S(N)(=O)=O)cc1 | · | 4.9% | -8% | -4% | 8%
CCCCOC(=O)c1ccc(NC(=O)C(=O)NCc2cccnc2)cc1 | -11% | 0.9% | ? | -15% | 56%
Nc1c(-c2ccc(Cl)cc2)cnc2ncnn12 | 9% | i | 5% | -14% | -14%
Cc1cc(C)c2c(N)c(C(=O)N/N=C/c3ccccc3)sc2n1 | -6% | 3.7% | 1% | -5% | 2%
CCC(NC(=O)Nc1cc(OC)c(OC)c(OC)c1)(C(F)(F)F)C(F)(F)F | 10% | 5.6% | 1% | -3% | 6%
Cc1c(C(=O)O)cccc1[N+](=O)[O-] | · | 1.9% | -8% | 2% | -10%
O=C(COc1ccc(Br)cc1)Nc1ccc(C(=O)Nc2ccccc2C(=O)O)cc1 | 12% | i | 17% | 5% | 59%
CCN(CC)S(=O)(=O)c1cccc(C(=O)NCCCN2CCOCC2)c1 | -9% | 1.2% | -12% | 0% | -9%
CCN(C[C@H]1N[C@@](CC)(C(=O)OC)[C@H]2C(=O)N(C)C(=O)[C@@H]12)C(=O)c1ccc(C(C)(C)C)cc1 | · | i | 2% | -1% | 9%
CC(=O)Nc1nn(C)c2nc3ccc(C)cc3cc12 | -2% | 0.5% | -7% | -4% | -1%

Three entries drawn at random from those above:
SMILES | Salmonella PhoP GFP | VEEV TC-83 Vero | H37Rv inhibition | H1N1 NS1A inhibition | M. tuberculosis | others
Cc1c(C(=O)O)cccc1[N+](=O)[O-] | · | 1.9% | -8% | 2% | -10%
CCN(CC)S(=O)(=O)c1cccc(C(=O)NCCCN2CCOCC2)c1 | -9% | 1.2% | -12% | 0% | -9%
CCC(NC(=O)Nc1cc(OC)c(OC)c(OC)c1)(C(F)(F)F)C(F)(F)F | 10% | 5.6% | 1% | -3% | 6%

(more compounds)
SMILES | Salmonella PhoP GFP | VEEV TC-83 Vero | H37Rv inhibition | H1N1 NS1A inhibition | M. tuberculosis | others
COc1ccccc1NS(=O)(=O)c1cc(NC(=O)c2ccco2)ccc1N1CCOCC1 | 12% | 7.2% | -4% | 5% | 13%
CCc1nnc(NC(=O)c2nc(S(=O)(=O)Cc3ccc(C)cc3)ncc2Cl)s1 | -9% | ? | 0% | -4% | 67%
O=C(CCCN1C(=O)/C(=C/c2cccs2)SC1=S)NNC(=O)c1ccccc1O | -4% | 5.7% | 0% | -3% | -10%
CCOC(=O)N1CCN(C(=O)COC(=O)c2ccc(Cl)nc2)CC1 | · | 1.3% | -2% | -4% | 7%
CCOC(=O)C1=C(C)N(C)C(C)=C(C(=O)OCC)C1c1ccc(Cl)cc1 | -1% | 2.6% | 1% | 4% | 11%
CC1=C(C(=O)OCc2ccccc2)C(c2ccc(Br)cc2)NC(=O)N1CCCC(=O)O (stereo unspecified) | 4% | · | -4% | · | -14%
CCC(C)c1ccccc1OCCCN(C)Cc1ccccc1 (stereo unspecified) | -2% | i | 8% | -18% | 10%
O=C(CCCc1ccccn1)c1ccc(-c2ccccc2)cc1 | · | 6.4% | · | -9% | ·
CC(=O)NC1CC2CCCC(C1)N2CC(=O)N1CCCc2ccccc21 (stereo unspecified) | -1% | i | -9% | -5% | -7%
CN(C(=O)CSc1ncccn1)C1CCS(=O)(=O)C1 (stereo unspecified) | -4% | 0.8% | -3% | 23% | 11%
CN1CCC(Oc2ccccc2Sc2ccccc2)CC1 | -8% | i | 4% | 16% | 17%
C=CCN1C(=O)/C(=c2\sc3nc(=O)c(Cc4ccccc4)nn3c2=O)c2ccccc21 | -6% | 0.3% | 3% | · | 77%
COC(=O)Nc1ccc(SCC(=O)c2ccc(Cl)cc2)cc1 | 6% | 7.8% | 1% | 5% | ?
COc1cc(NC(=O)CCCn2c(=S)[nH]c3ccccc3c2=O)cc(OC)c1OC | 10% | 2.0% | 2% | -1% | 4%
COc1ccc(C2=NCC(=S)Nc3ccc(Cl)cc32)cc1OC | 4% | 0.5% | 1% | -1% | ·
NC(=O)c1ccsc1NC(=O)c1ccco1 | -9% | 1.0% | -8% | 5% | ·
O=C(/C=C/c1ccc(Cl)cc1)NCCSc1ccccc1 | 13% | i | 11% | -2% | 23%
O=C(NCc1ccc(F)cc1)c1cnc(Cl)c(Cl)c1 | -5% | 3.3% | 2% | 0% | 73%
c1ccc(Nc2ccc(Nc3ccccc3)cc2)cc1 | · | i | 26% | 27% | ?
CC[C@]12c3[nH]c4ccc(Cl)cc4c3CCN1C(=O)[C@@H](CC(=O)NCc1ccco1)C[C@@H]2C(=O)N1CCN(C(=O)C2CC2)CC1 | · | i | · | 3% | ·
Cc1ccc(/C=C2\SC(=S)N(CCC(=O)NNC(=O)c3ccccc3O)C2=O)cc1 | 6% | 7.5% | -1% | -1% | -13%
Cc1ccc(O)c(-n2nc3ccccc3n2)c1 | 0% | i | 0% | 0% | -2%
COCCCNC(=O)c1ccc(CS(=O)(=O)Cc2cccc(C)c2)o1 | -18% | 0.7% | 0% | -8% | -11% | VEEV TC-83 Vero 10K pilot screen=0.4
Fc1ccc(-c2cc(C(F)(F)F)n3ncnc3n2)cc1 | -11% | 0.9% | -1% | -9% | -6%

High-throughput results as filed in PubChem.
